IMP-1 inh: blocks Pseudomonas aeruginosa IMP-1 metallo-beta-lactamase | purified IMP-1, nitrocefin hydrolysis, epi-absorbance fluorescence | inhibition, % at 5.6 µM | hit rate 0.45% among 290,000;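 active = inhibition above the mean plus 3 SD of all compounds in the same screening run, cut at about 4.5% in these data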;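 note: 0% = IMP-1 with DMSO and 100% = DMSO wells lacking enzyme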
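System: purified IMP-1 / Input: IMP-1 dispensed at 0.2 nM / Medium: 50 mM HEPES pH 7.1, 50 µM ZnSO4, 0.05% Brij 35 / Timing: 15 min enzyme–compound preincubation, then 25 min nitrocefin reaction, 25 °C / Technique: plate fluorescence quenching by hydrolysis product, ex 480/em 530 nm / Repeats: singlicate testing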
SUMO HTRF inh: SUMOylation inhibition; hit rate 0.36% among 290,000; HTRF SUMOylation assay, SAE1/SAE2 + UBC9, in vitro; P63279; AID 2006; inhibition, % at 35 µM; in the data active = inhibition above about 50%, passing the limit was not always enough; note: strong numbers were not always called active
Target sequence (P63279 whole entry, looked up): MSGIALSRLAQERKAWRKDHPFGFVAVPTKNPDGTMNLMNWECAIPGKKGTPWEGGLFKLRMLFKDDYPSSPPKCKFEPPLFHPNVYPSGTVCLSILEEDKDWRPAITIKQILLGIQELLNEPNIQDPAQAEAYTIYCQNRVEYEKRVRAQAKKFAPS
FID counter: counter-screen for HCV NS3 helicase inhibitors: DNA intercalator displacement; inhibition, % at 7.9 µM; DNA fluorescent intercalator displacement, fluorescence; hit rate 0.17% among 290,000; in the data active = inhibition above about 37%;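 note: 0% = vehicle and 100% = reference compound; higher means more ethidium bromide displaced from hairpin DNA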
M18AAP inhibitor: blocks P. falciparum M18 aspartyl aminopeptidase | recombinant PfM18AAP, H-Glu-NHMec fluorogenic cleavage | inhibition, % at 7.35 µM | hit rate 1.2% among 290,000;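 active = inhibition above the campaign mean inhibition over all tested compounds plus 3 SD, cut at about 28% in these data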;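 note: 0% = plate median of test compound wells and 100% = 2 mM ZnCl2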
NALP1 yeast inh: inhibitors of NALP1 inflammasome in yeast; inhibition, % at 10 µM; S. cerevisiae NALP1/ASC/caspase-1 growth, X-gal OD620, 72 h; hit rate 0.61% among 280,000; AID 2071; in the data active = inhibition mostly above about 24%, no sharp cut-off; inactive = mostly below about 32%; note: some compounds called inactive have numbers as strong as hits
MEKK2mut PB1 HTS: signal of MEK5 binding to mutant human MEKK2 PB1 domain | bead flow cytometry, Alexa488-MEK5 binding to MEKK2 mutant | percent response, % at 10 µM | hit rate 0.35% among 290,000 | AID 1530; in the data active = percent response above about 24%, passing the limit was not always enough; note: inactives centre near 1; some results filed as inactive read as strong as hits
HCV NS3 hel inh: blocks Hepatitis C virus NS3 helicase unwinding; NS3 helicase DNA unwinding, Cy5 molecular beacon fluorescence; inhibition, % at 10.9 µM; hit rate 0.56% among 290,000; AID 1800;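 active = inhibition above the mean of all tested compounds plus 3 SD, set per campaign, cut at about 35% in these data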;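 note: 0% = DMSO wells and 100% = thioflavine S control wells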
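Control set: DMSO versus 110 µM thioflavine S; Material: NS3 helicase fragment of HCV; Measured by: Cy5 fluorescence at 0 and 60 min, beacon hairpin quenching; Read-out basis: percent inhibition from t60/t0 fluorescence ratio; Times: reaction time 60 min, 25 °C; Repeats: single replicate; Compound dosing: single dose, 10.9 µM nominal final, DMSO 0.8% final.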
VIM-2 inhibitor: inhibitors of Pseudomonas aeruginosa VIM-2 metallo-beta-lactamase; purified VIM-2, nitrocefin hydrolysis, epi-absorbance fluorescence; inhibition, % at 5.6 µM; hit rate 0.89% among 290,000; AID 1527;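 active = inhibition above the mean of all tested compounds plus 3 SD, cutoff set per screening run, cut at about 7.5% in these data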;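 note: red hydrolysis product quenches plate fluorescence so inhibitors raise well fluorescence; 0% = enzyme with DMSO and 100% = DMSO without enzyme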
MEKK2wt PB1 HTS: raises or lowers MEK5 binding to wildtype human MEKK2 PB1 domain; hit rate 1.1% among 290,000; binding response (% of control), % at 10 µM; bead flow cytometry, Alexa488-MEK5 binding to MEKK2 WT; actives lie on both sides; in the data active = binding response below about 67% or above about 130%
* = called active by the depositor.

Results for CCCn1nnnc1SCC(=O)NCc1cccs1 ?
IMP-1 inh: -2.9; SUMO HTRF inh: -3; FID counter: 4; M18AAP inhibitor: 0; NALP1 yeast inh: 7; MEKK2mut PB1 HTS: 5; HCV NS3 hel inh: 6; VIM-2 inhibitor: -1.2; MEKK2wt PB1 HTS: 113

How did O=S1(=O)CCC(NC(=S)Nc2ccccc2)C1 (stereo not drawn) do in these assays?
IMP-1 inh: -2.3; SUMO HTRF inh: 16; FID counter: -3; M18AAP inhibitor: -8; NALP1 yeast inh: 9; MEKK2mut PB1 HTS: -10; HCV NS3 hel inh: 2; VIM-2 inhibitor: -1.7; MEKK2wt PB1 HTS: 95

How did Cc1cccc(C)c1NC(=O)C1(C)c2cccc[n+]2CC(=O)N1Cc1cccs1 (stereo not drawn) do in these assays?
IMP-1 inh: -3.0; SUMO HTRF inh: 14; FID counter: 2; M18AAP inhibitor: 9; NALP1 yeast inh: 9; MEKK2mut PB1 HTS: 21; HCV NS3 hel inh: -49; VIM-2 inhibitor: -3.0; MEKK2wt PB1 HTS: -5.0*

What do the screens show for `CCCNC(=S)NNC(=O)c1cc(C2CC2)nc2ccccc12`?
IMP-1 inh: 0.8; SUMO HTRF inh: -87; FID counter: 6; M18AAP inhibitor: 1; NALP1 yeast inh: 8; MEKK2mut PB1 HTS: 5; HCV NS3 hel inh: 25; VIM-2 inhibitor: 1.1; MEKK2wt PB1 HTS: 109

How did COC(=O)C1=C(CS(=O)(=O)c2ccc(Cl)cc2)NC(=O)NC1c1ccc(O)c(OC)c1 (stereo not drawn) do in these assays?
IMP-1 inh: -2.8; SUMO HTRF inh: 3; FID counter: -17; M18AAP inhibitor: 5; NALP1 yeast inh: 15; MEKK2mut PB1 HTS: -1; HCV NS3 hel inh: 5; VIM-2 inhibitor: -1.3; MEKK2wt PB1 HTS: 94

How did Cn1cc(CNCc2ccc(-n3cccn3)cc2)c(-c2ccccc2F)n1 do in these assays?
IMP-1 inh: -0.9; SUMO HTRF inh: -5; FID counter: 12; M18AAP inhibitor: -3; NALP1 yeast inh: 2; MEKK2mut PB1 HTS: -4; HCV NS3 hel inh: -8; VIM-2 inhibitor: 1.5; MEKK2wt PB1 HTS: 85

Results for Cc1ccc(CCNC(=O)C2CC(c3ccccc3[N+](=O)[O-])=NO2)cc1 (stereo not drawn) ?
IMP-1 inh: -0.9; SUMO HTRF inh: 9; FID counter: -15; M18AAP inhibitor: -1; NALP1 yeast inh: 19; MEKK2mut PB1 HTS: 3; HCV NS3 hel inh: -6; VIM-2 inhibitor: 1.6; MEKK2wt PB1 HTS: 107

Results for O=C1CN(C(=O)c2ccccc2[N+](=O)[O-])C(c2ccccc2)c2cc(Br)ccc2N1 (stereo not drawn) ?
IMP-1 inh: -2.3; SUMO HTRF inh: -7; FID counter: -25; M18AAP inhibitor: -3; NALP1 yeast inh: 15; MEKK2mut PB1 HTS: 0; HCV NS3 hel inh: 0; VIM-2 inhibitor: -1.3; MEKK2wt PB1 HTS: 99

How did CC(=O)N(c1ccc2oc(=O)sc2c1)S(=O)(=O)c1ccccc1 do in these assays?
IMP-1 inh: -0.1; SUMO HTRF inh: -17; FID counter: -11; M18AAP inhibitor: 29*; NALP1 yeast inh: 2; MEKK2mut PB1 HTS: -2; HCV NS3 hel inh: -17; VIM-2 inhibitor: -1.0; MEKK2wt PB1 HTS: 101

Results for Cc1ccc(NC(=O)[C@H](NC(=O)[C@@H]2Cc3ccccc3CN2)c2ccccc2)c(C)c1 ?
IMP-1 inh: 0.5; SUMO HTRF inh: 2; FID counter: 7; M18AAP inhibitor: 4; NALP1 yeast inh: 18; MEKK2mut PB1 HTS: 0; HCV NS3 hel inh: -19; VIM-2 inhibitor: -4.0; MEKK2wt PB1 HTS: 98

How did O=C(Nc1ccc2c(c1)OCCO2)c1c(F)cccc1F do in these assays?
IMP-1 inh: 1.7; SUMO HTRF inh: 32; FID counter: 2; M18AAP inhibitor: -6; NALP1 yeast inh: 25; MEKK2mut PB1 HTS: 9; HCV NS3 hel inh: -12; VIM-2 inhibitor: 1.0; MEKK2wt PB1 HTS: 106

What do the screens show for `O=C(CN1C(=O)c2ccccc2S1(=O)=O)N1CCN(c2ccccc2F)CC1`?
IMP-1 inh: -2.8; SUMO HTRF inh: 4; FID counter: -15; M18AAP inhibitor: -1; NALP1 yeast inh: -26; MEKK2mut PB1 HTS: 9; HCV NS3 hel inh: 4; VIM-2 inhibitor: -2.3; MEKK2wt PB1 HTS: 113

Results for COC(=O)C1CCN(C(=O)NC2CCCCC2)CC1 ?
IMP-1 inh: -1.2; SUMO HTRF inh: -1; FID counter: -1; M18AAP inhibitor: -4; NALP1 yeast inh: -2; HCV NS3 hel inh: 7; VIM-2 inhibitor: -0.5

What do the screens show for `CCCSc1nnc(N2C(=O)C(O)=C(C(=O)c3ccco3)C2c2ccccc2F)s1` (stereo not drawn)?
IMP-1 inh: -1.2; SUMO HTRF inh: -2; FID counter: -36; M18AAP inhibitor: 21; NALP1 yeast inh: 3; MEKK2mut PB1 HTS: -1; HCV NS3 hel inh: 17; VIM-2 inhibitor: 0.0; MEKK2wt PB1 HTS: 104

Results for CC(NC(=O)CN(C)S(=O)(=O)c1ccc(Br)s1)c1ccccc1 (stereo not drawn) ?
IMP-1 inh: -3.8; SUMO HTRF inh: 3; FID counter: -28; M18AAP inhibitor: 4; NALP1 yeast inh: 11; MEKK2mut PB1 HTS: 1; HCV NS3 hel inh: -2; VIM-2 inhibitor: -2.1; MEKK2wt PB1 HTS: 92

What do the screens show for `COc1ccc(S(=O)(=O)Nc2cc(OC)c(NC(=O)c3ccco3)cc2OC)cc1`?
IMP-1 inh: -2.6; SUMO HTRF inh: 2; FID counter: -24; M18AAP inhibitor: 12; NALP1 yeast inh: -4; MEKK2mut PB1 HTS: 3; HCV NS3 hel inh: -13; VIM-2 inhibitor: -0.8; MEKK2wt PB1 HTS: 102

How did COc1ccc(OC)c(S(=O)(=O)n2ccnc2C)c1 do in these assays?
IMP-1 inh: -3.7; SUMO HTRF inh: 13; FID counter: -2; M18AAP inhibitor: 5; NALP1 yeast inh: -5; MEKK2mut PB1 HTS: 0; HCV NS3 hel inh: -14; VIM-2 inhibitor: -4.1; MEKK2wt PB1 HTS: 98

Results for CNC(=S)N/N=C/c1cn(CCOc2ccc(OC)cc2)c2ccccc12 ?
IMP-1 inh: -3.9; SUMO HTRF inh: -22; FID counter: -14; M18AAP inhibitor: 10; NALP1 yeast inh: 0; MEKK2mut PB1 HTS: -3; HCV NS3 hel inh: -16; VIM-2 inhibitor: -4.4; MEKK2wt PB1 HTS: 91

Results for COc1ccc(CCNc2ncccc2C#N)cc1OC ?
IMP-1 inh: 0.3; SUMO HTRF inh: 6; FID counter: -18; M18AAP inhibitor: -4; NALP1 yeast inh: 21; MEKK2mut PB1 HTS: -6; HCV NS3 hel inh: 15; VIM-2 inhibitor: 1.4; MEKK2wt PB1 HTS: 97

What do the screens show for `COC(=O)CSc1nc2c(c(=O)n(C)c(=O)n2C)n1CCCc1ccccc1`?
IMP-1 inh: -1.4; SUMO HTRF inh: 7; FID counter: -22; M18AAP inhibitor: -2; NALP1 yeast inh: 8; MEKK2mut PB1 HTS: 12; HCV NS3 hel inh: 0; VIM-2 inhibitor: -1.2; MEKK2wt PB1 HTS: 105

Results for CCn1c(SCC(=O)N2CCN(c3ccc(F)cc3)CC2)nnc1-c1ccncc1 ?
IMP-1 inh: -2.8; SUMO HTRF inh: 22; FID counter: -2; M18AAP inhibitor: -2; NALP1 yeast inh: 13; MEKK2mut PB1 HTS: 6; HCV NS3 hel inh: -1; VIM-2 inhibitor: -2.8; MEKK2wt PB1 HTS: 101

What do the screens show for `O=C(COc1cc(Cl)ccc1Cl)Nc1nnc(CC(=O)N2CCOCC2)s1`?
IMP-1 inh: -4.3; SUMO HTRF inh: -7; FID counter: -15; M18AAP inhibitor: -8; NALP1 yeast inh: 33; MEKK2mut PB1 HTS: 5; HCV NS3 hel inh: -6; VIM-2 inhibitor: -2.6; MEKK2wt PB1 HTS: 106

Results for COc1ccc(C(=O)Nc2ccccc2)cc1NC(=O)c1ccc([N+](=O)[O-])cc1 ?
IMP-1 inh: -1.1; SUMO HTRF inh: -13; FID counter: 2; M18AAP inhibitor: 1; NALP1 yeast inh: 17; MEKK2mut PB1 HTS: 1; HCV NS3 hel inh: 6; VIM-2 inhibitor: 1.6; MEKK2wt PB1 HTS: 105

What do the screens show for `CCCCCCCn1c2c(c(=N)c3ccccc31)CCC2`?
IMP-1 inh: -2.6; SUMO HTRF inh: 18; FID counter: 13; M18AAP inhibitor: -2; NALP1 yeast inh: 24; MEKK2mut PB1 HTS: -3; HCV NS3 hel inh: -28; VIM-2 inhibitor: 0.3; MEKK2wt PB1 HTS: 121

Results for C/C(CC(=O)NC1CCCC1)=N\NC(=O)C1CCCCC1 ?
IMP-1 inh: -1.6; SUMO HTRF inh: 4; FID counter: -3; M18AAP inhibitor: -10; NALP1 yeast inh: -10; MEKK2mut PB1 HTS: -11; HCV NS3 hel inh: 5; VIM-2 inhibitor: -2.2; MEKK2wt PB1 HTS: 92

Results for O=c1c2cnn(-c3ccccc3)c2ncn1Cc1ccco1 ?
IMP-1 inh: 0.1; SUMO HTRF inh: 12; FID counter: -3; M18AAP inhibitor: -9; NALP1 yeast inh: 4; MEKK2mut PB1 HTS: 13; HCV NS3 hel inh: 1; VIM-2 inhibitor: -2.2; MEKK2wt PB1 HTS: 113

Results for CCCOc1ccc(N2CC(C(=O)NC3=NCCS3)CC2=O)cc1 (stereo not drawn) ?
IMP-1 inh: -5.4; SUMO HTRF inh: 6; FID counter: -23; M18AAP inhibitor: -6; NALP1 yeast inh: 8; MEKK2mut PB1 HTS: -10; HCV NS3 hel inh: 1; VIM-2 inhibitor: -3.0; MEKK2wt PB1 HTS: 93

At a glance, 3 of the compounds above:
Results for C/C(CC(=O)NC1CCCC1)=N\NC(=O)C1CCCCC1 ?
IMP-1 inh: -1.6; SUMO HTRF inh: 4; FID counter: -3; M18AAP inhibitor: -10; NALP1 yeast inh: -10; MEKK2mut PB1 HTS: -11; HCV NS3 hel inh: 5; VIM-2 inhibitor: -2.2; MEKK2wt PB1 HTS: 92

Results for O=c1c2cnn(-c3ccccc3)c2ncn1Cc1ccco1 ?
IMP-1 inh: 0.1; SUMO HTRF inh: 12; FID counter: -3; M18AAP inhibitor: -9; NALP1 yeast inh: 4; MEKK2mut PB1 HTS: 13; HCV NS3 hel inh: 1; VIM-2 inhibitor: -2.2; MEKK2wt PB1 HTS: 113

Results for CCCOc1ccc(N2CC(C(=O)NC3=NCCS3)CC2=O)cc1 (stereo not drawn) ?
IMP-1 inh: -5.4; SUMO HTRF inh: 6; FID counter: -23; M18AAP inhibitor: -6; NALP1 yeast inh: 8; MEKK2mut PB1 HTS: -10; HCV NS3 hel inh: 1; VIM-2 inhibitor: -3.0; MEKK2wt PB1 HTS: 93

Screening results: PubChem BioAssay, several laboratories
